hIAP activ: increases human intestinal alkaline phosphatase activity | P09923 | purified human IAP, CDP-Star luminescence, 30 min; stronger effect = higher value; 1 = vehicle-only enzyme, 0 = enzyme-free background | activation factor at 10 µM | 330,000 compounds, 0.16% hits | AID 2524;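 active means activation factor of the enzyme at least 2-fold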; further: the source names both 10 and 20 µM as test concentration; values of inactives mirror those of a sister screen read the other way
NR3A LBD binder: modulators (binders) of human NR3A ligand-binding domain. NR3A LBD differential scanning fluorimetry, Tm shift; 0% = protein alone, 100% = glycine-bound protein. Tm shift relative to glycine control, % at 25 µM. 340,000 compounds, 2.5% hits;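 active means melting temperature shift of at least 10% of the positive control shift, at one fixed dose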
PfGluPho inh: PfG6PD (Plasmodium falciparum) enzyme inhibition | PfGluPho enzyme, NADPH resazurin-diaphorase fluorescence | inhibition, % at 20 µM | 350,000 compounds, 0.78% hits;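 active means inhibition reaching at least a set limit at 20 µM in the primary screen, cut at about 59% in these data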;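 further: 0% = DMSO wells with substrate and 100% = DMSO wells lacking glucose-6-phosphate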
SENP1 FRET inh: inhibitors of human SENP1 SUMO protease catalytic domain; Q9P0U3; recombinant SENP1 catalytic domain, CyPet-SUMO1-YPet FRET cleavage; inhibition, % at 10 µM; 360,000 compounds, 0.21% hits;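 active means inhibition at least 30% at 10 µM, raw YFP signal under a set limit, fluorescence ratio 0.5 to 1.5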;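 further: 0% = enzyme with DMSO and 100% = no enzyme wells; some results filed as inactive read as strong as hits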
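system = hSENP1 catalytic domain, recombinant | reagent = SFCypet-SUMO1-SFYpet substrate at 25 nM | doses = one dose per compound, 10 µM, 0.5% DMSO | incubation = enzyme reaction for 50 min at room temperature, dark | measured by = FRET, CFP and YFP emission | controls = no-enzyme low, enzyme-DMSO high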
MPTP inh: blocks calcium-induced mitochondrial swelling; AID 602449; inhibition, % at 10 µM; 360,000 compounds, 1.4% hits; isolated mouse mitochondria, Ca2+ swelling absorbance, 30 min;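 active means inhibition of 50% or more, scaled per plate between neutral and stimulator controls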;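 further: 0% = DMSO wells given calcium and 100% = 1 mM EGTA wells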
ATG4B inh: blocks human ATG4B protease cleavage of LC3 substrate; inhibition, % at 8.33 µM; Q9Y4P1; ATG4B cleavage of LC3-PLA2, NBD-HPC fluorescence, 1 h; 340,000 compounds, 0.51% hits; in the data active means inhibition above about 40%
Target sequence (Q9Y4P1 whole entry, looked up): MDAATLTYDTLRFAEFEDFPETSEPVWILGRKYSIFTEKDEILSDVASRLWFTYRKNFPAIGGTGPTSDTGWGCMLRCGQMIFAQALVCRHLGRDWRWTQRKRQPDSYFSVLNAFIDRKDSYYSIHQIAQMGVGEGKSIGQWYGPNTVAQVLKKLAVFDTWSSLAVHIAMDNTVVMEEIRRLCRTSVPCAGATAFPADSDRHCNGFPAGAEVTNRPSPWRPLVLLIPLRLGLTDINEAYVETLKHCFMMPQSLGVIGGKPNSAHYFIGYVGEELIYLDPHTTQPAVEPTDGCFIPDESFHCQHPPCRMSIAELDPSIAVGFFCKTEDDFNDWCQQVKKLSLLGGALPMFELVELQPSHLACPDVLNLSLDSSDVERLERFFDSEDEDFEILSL
SENP8 block: blocks human SENP8 cleavage of Nedd8 substrate | Q96LD8 | recombinant SENP8, Nedd8 substrate fluorescence | inhibition, % at 20 µM | 360,000 compounds, 0.64% hits; in the data active means inhibition mostly above about 40%, no sharp cut-off; inactive means mostly below about 27%
Target sequence (Q96LD8 whole entry, looked up): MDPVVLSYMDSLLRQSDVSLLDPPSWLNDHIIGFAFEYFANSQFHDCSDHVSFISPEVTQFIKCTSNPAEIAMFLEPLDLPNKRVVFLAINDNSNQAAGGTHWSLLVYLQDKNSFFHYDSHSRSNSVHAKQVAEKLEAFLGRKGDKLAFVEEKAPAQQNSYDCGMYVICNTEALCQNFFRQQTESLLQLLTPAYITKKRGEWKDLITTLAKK
SENP6 block: blocks the human protease SENP6; Q9GZR1; 330,000 compounds, 1.8% hits; inhibition, % at 10 µM; Recombinant SENP6 catalytic domain, aminoluciferin luminescence;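 active means inhibition above about 50% at the single tested dose, limit read from the data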;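 further: plate controls were DMSO wells with enzyme for no effect and DMSO wells lacking enzyme for full effect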
Target sequence (Q9GZR1 628-1112 limits assumed): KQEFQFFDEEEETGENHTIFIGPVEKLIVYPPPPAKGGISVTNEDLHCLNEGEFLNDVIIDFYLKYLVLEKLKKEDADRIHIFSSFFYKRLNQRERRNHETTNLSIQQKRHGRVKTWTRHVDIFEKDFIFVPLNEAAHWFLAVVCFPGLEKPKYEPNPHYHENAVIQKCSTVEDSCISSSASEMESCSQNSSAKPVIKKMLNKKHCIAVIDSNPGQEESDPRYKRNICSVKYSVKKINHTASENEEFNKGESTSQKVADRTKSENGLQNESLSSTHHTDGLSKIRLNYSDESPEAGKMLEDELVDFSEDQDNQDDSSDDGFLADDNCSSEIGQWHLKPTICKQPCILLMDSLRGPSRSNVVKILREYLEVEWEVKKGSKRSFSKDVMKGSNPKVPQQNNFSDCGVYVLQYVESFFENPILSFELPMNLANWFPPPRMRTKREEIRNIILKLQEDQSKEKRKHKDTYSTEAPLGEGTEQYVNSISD
Numbers without * were called inactive; x = no result given.

Sequence of screens – hIAP activ	NR3A LBD binder	PfGluPho inh	SENP1 FRET inh	MPTP inh	ATG4B inh	SENP8 block	SENP6 block
Cc1cc(C)c2nc(SCC(=O)N(C)C3CCS(=O)(=O)C3)cc(C)c2c1 (stereo not drawn)
    1	1	4	x	x	-17	x	8
CC1C(=O)N(Cc2cn(CC3CCCCC3)nn2)CCS(=O)(=O)N1Cc1ccc(-c2cccc(N(C)C)c2)cc1 (stereo not drawn)
    x	x	21	-23	-0.6	x	-185	x
COP(=O)(OC)c1nc(-c2cccc3ccccc23)oc1N1CCOCC1
    0.9	-1	3	-17	-1.9	-4	-382	-26
S=c1[nH]nc(-c2ccco2)n1-c1ccc(Cl)cc1
    0.84	-3	28	2	2.6	11	-8	-4
CCCOc1ccc(-c2c(C(=O)N/N=C/c3ccc(OCC)cc3)nnn2-c2nonc2N)cc1
    0.86	5	-10	-1	-0.7	-11	-50	-8
COc1cc(C(=O)NCc2cc3cc(Cl)ccc3n2C)cc(OC)c1OC
    0.96	-7	12	-6	0.7	-12	-41	-6
CC(C)(C)OC(=O)N1CCN(c2ccc(NC(=O)c3ccco3)cc2)CC1
    0.9	-1	8	-4	-0.7	0	3	-18
COc1ccc(S(=O)(=O)Nc2c(C(=O)O)[nH]c3ccccc23)cc1
    0.94	-6	9	1	-0.4	-3	-57	7
O=C(CNC(=O)c1ccncc1)Nc1ccc(F)c(F)c1
    0.75	1	-9	-1	-0.8	5	6	-2
O=C(Nc1ccc(S(=O)(=O)N2CCCCC2)cc1)C1CCCO1 (stereo not drawn)
    1.1	1	-15	0	-0.5	0	10	-4
COc1cc(C(CC(=O)Nc2ncccc2C)N2Cc3ccccc3C2=O)cc(OC)c1OC (stereo not drawn)
    1.1	1	2	-1	4.3	2	10	10
CCc1cccc(NC(=O)CCS(=O)(=O)c2ccc3c(c2)NC(=O)CO3)c1
    0.82	1	-10	-1	1.1	-1	13	-1
CCCCCC(=O)Nc1ccc(N2CCN(CC)CC2)c(Cl)c1
    0.96	-8	-2	1	12	9	19	-11
CN1CCC(N(C)C(=O)c2cccc(S(=O)(=O)N3CCOCC3)c2)CC1
    0.91	1	1	0	-0.9	3	13	11
C[C@@H]1CCCCCCCCC(=O)OCCN[C@H](C)CCCCCCCCC(=O)OCCN[C@H](C)CCCCCCCCC(=O)OCCN1
    0.81	-6	23	0	3.4	-12	24	4
COC(=O)Cn1c(C)c(C(C)=O)c(C(C)=O)c1C
    0.97	1	-15	3	0.1	1	10	13
CCOc1ccc(C(=O)Cc2ccccc2)cc1
    x	1	8	1	1.3	3	10	x
Cc1nc(/C(N)=N/OC(=O)c2cccc(Cl)c2)c(C(F)(F)F)o1
    0.95	3	13	3	1.6	8	10	-7
COc1cc2c(-c3ccccc3O)nc3c(c(C)nn3-c3ccccc3)c2cc1OC
    1	5	-12	-15	5.1	-4	-420	10
NC(=O)NC(=O)COC(=O)/C=C/c1cccc(Br)c1
    1	0	-11	2	-0.5	-2	6	-29
CCOC(=O)c1nn(-c2ccccc2)cc1O
    0.91	10*	-2	1	-0.6	-9	-38	-7
COc1cccc(C(=O)CC(C#N)c2ccc(F)cc2)c1 (stereo not drawn)
    1.1	1	-9	3	0.5	-4	4	-26
O=C(CSc1ccc2ccccc2n1)NCCCN1CCCC1=O
    0.96	1	16	0	-0.4	-2	0	-22
COc1ccc(-c2c3c(=O)n(C)c(=O)n(C)c3cn2N2CCOCC2)cc1
    1	1	3	1	0.2	-12	-109	-13
Oc1ccc(/C=N/Nc2ncnc3nc[nH]c23)cc1
    1.4	-7	4	-1	1.4	-10	-90	15
O=C(Nc1nccs1)c1ccc([N+](=O)[O-])cc1
    1.1	-2	9	3	9.2	-9	21	8
CC(=O)c1ccc(OCc2cc(C(=O)N(C)CC3COc4ccccc4O3)no2)cc1 (stereo not drawn)
    x	x	12	-2	8.6	x	15	x
Cc1c(O)ccc(C(=O)CN2CCN(c3ccc(F)cc3)CC2)c1O
    1	-12	-2	0	0.6	2	-41	7
CC(C)(C)C(=O)NC(Nc1cccc2cccnc12)C(Cl)(Cl)Cl (stereo not drawn)
    0.98	-3	47	1	0.1	2	15	3
Cc1ccc(CS(=O)(=O)CCC(=O)NC2CC2)cc1
    1	0	-8	1	-1.1	3	9	-24
Cc1cccc(CSCCNC(=O)CSCc2ccc([N+](=O)[O-])cc2)c1
    0.87	-9	5	0	-0.6	-4	2	-6
Cc1nn(-c2ccccc2)c(C)c1NC(=O)COC(=O)CCOc1ccccc1
    1.1	3	-10	5	-1.5	-2	9	-9
Cc1cc(C)c2nc(-c3ccccn3)cc(C(=O)n3cccn3)c2c1
    0.97	1	-6	1	-1.7	-6	-438	14
Cc1ccc(NC(=O)Cn2c([N+](=O)[O-])cnc2C)cc1
    1	1	8	-3	-3.1	-2	8	7
COc1ccccc1C1(CCN=Cc2ccc(N(C)C)cc2)CCOC(C)(C)C1 (stereo not drawn)
    1	0	-10	1	0.9	-1	18	17
CN(C)S(=O)(=O)c1ccc(N2CCCC2)c(C(=O)Nc2ccccc2)c1
    0.96	0	-19	1	-0.4	8	-26	-10
CC1Cc2ccccc2N1C(=O)c1nn(C)cc1Br (stereo not drawn)
    0.97	-4	1	2	0.8	5	5	-2
CNc1c(NS(=O)(=O)c2ccc(Br)cc2)c(=O)oc2ccccc12
    0.93	0	-3	2	1.1	3	6	-13
CCCCCC(O)CCc1n[nH]c(=S)n1-c1ccccc1 (stereo not drawn)
    1.2	-2	35	1	0.7	-5	8	7
S=C(Nc1nc2c(s1)CCCC2)NC1CC1
    1.4	1	15	-1	0.0	-3	9	4
Cc1cc(C)n2nc(SCc3cc(=O)oc4ccc5ccccc5c34)nc2n1
    0.87	-3	-10	-18	-2.3	-7	-481	8
Cn1cccc1C(=O)OCC(=O)c1c[nH]c2ccccc12
    0.98	-1	13	-3	1.9	-12	-9	5
Cc1ccc2c(N)c(C#N)sc2n1
    1.1	-12	5	-2	-1.4	-9	-279	-20
Cn1c(SCC(=O)Nc2cccc(Br)c2)nnc1-c1cc2ccccc2o1
    0.86	1	13	3	4.6	-3	-21	-18
Cc1cccc(S(=O)(=O)Nc2ccc(C)c3c2OC(C)(C)C3)c1
    0.94	2	107*	0	2.7	11	23	-2
COc1cc(S(=O)(=O)N2CCCCCC2)c(OC)cc1Br
    1.1	2	-25	1	-1.5	1	7	-11
CCOC(=O)C(Cc1ccccc1)(NC(C)=O)C(=O)OCC
    1	1	7	4	-0.8	-18	15	4
CCCOc1ccc(Cc2c(COCC)[nH]c(=S)[nH]c2=O)cc1
    0.95	1	5	-4	-2.2	-4	7	10
CCOC(=O)CNC(=O)OC1CCN2Cc3ccccc3N=C12 (stereo not drawn)
    0.91	0	-3	1	0.3	6	8	-4
CCOc1ccc(OCCNC(=O)C(NC(=O)c2c(F)cccc2F)C(C)C)cc1 (stereo not drawn)
    1.1	0	3	-2	-0.7	-52	-4	-2

Remaining list, next part:
Sequence of screens – hIAP activ	NR3A LBD binder	PfGluPho inh	SENP1 FRET inh	MPTP inh	ATG4B inh	SENP8 block	SENP6 block
C/C=C/c1cc(CN2CCN(c3ccccc3)CC2)c(O)c(OC)c1
    1.4	-1	18	3	0.8	-1	6	-22
N#CC(=C1C=C(Br)C(=NO)C=C1Cl)c1cccc2ccccc12
    x	x	-13	2	76*	x	17	x
COc1cc(NCCCn2ccc(NC(=O)OCc3ccccc3)nc2=O)cc(OC)c1OC
    x	17*	80*	2	-0.9	0	18	x
COc1cc(C(=O)NCc2nc(C)cs2)ccc1OC1CCN(C(C)=O)CC1
    0.93	12*	-8	1	-1.2	-4	-7	-9
COc1ccc(N2CCN(CC(O)COCc3ccccc3)CC2)cc1 (stereo not drawn)
    0.97	2	6	1	-1.5	-12	-3	8
O=C(O)c1ccc(CNCc2ccc(Cl)cc2Cl)cc1
    1.1	1	-24	2	0.4	1	20	-6
c1coc(-c2ccnc(-c3ccncc3)n2)c1
    1	-1	5	1	-0.9	-27	18	-3
O=C(COC(=O)c1cc[n+]([O-])cc1)Nc1ccc(F)c([N+](=O)[O-])c1
    0.91	-19	0	0	1.1	3	12	-16
O=S(=O)(Cc1ccccc1Cl)CC(O)COc1ccccc1Cl (stereo not drawn)
    0.96	-1	2	1	-3.7	5	12	10
Cc1ccc(S(=O)(=O)N(CC(=O)Nc2cccc([N+](=O)[O-])c2)C2CCCCC2)cc1
    0.93	-3	8	0	2.6	45*	18	-1
CC(CN1CCCCC1)OC(=O)c1ccco1 (stereo not drawn)
    0.99	2	-12	1	0.1	-3	7	6
COC(=O)c1cc(OC)c(OC)cc1NC(=O)CC1CCCCC1
    1.3	-6	2	2	0.0	0	-268	-25
O=C(CC1CCCCC1)NCc1ccc(Cl)cc1
    1.2	1	-5	1	-0.3	3	6	-18
CC#CCN1C=C(C(=O)OCC)C(C)N(Cc2ccc(Br)cc2)S1(=O)=O (stereo not drawn)
    x	1	55	1	0.8	x	10	x
COc1ccc(/C=C/C(=O)OC2CCCCC2CN(C)C)cc1 (stereo not drawn)
    0.97	0	-8	2	1.6	2	14	-3
CCOc1cc2sc(N3CCC(C(=O)NCCCN4CCCC4=O)CC3)nc2cc1Br
    1.2	2	-9	-1	-0.2	-5	15	-11
O=C(Nc1ccccc1)N1CCc2ccccc2C1
    0.8	2	4	-5	0.5	-7	9	24
Cc1ccc(NCC(=O)N/N=C\C(Br)=C\c2ccccc2)cc1
    0.78	7	-4	0	0.7	5	10	-47
COCCNC(=O)c1ccc2nc(Cc3ccc(OC)c(OC)c3)oc2c1
    1	-1	-1	0	1.9	-9	-3	-17
CCOC(=O)c1c(NC(=O)CNC2CCCc3ccccc32)sc(C(N)=O)c1C (stereo not drawn)
    0.96	5	-7	0	0.8	-7	-6	-31

5 compounds drawn at random from those above, as already listed:
Sequence of screens – hIAP activ	NR3A LBD binder	PfGluPho inh	SENP1 FRET inh	MPTP inh	ATG4B inh	SENP8 block	SENP6 block
CC(CN1CCCCC1)OC(=O)c1ccco1 (stereo not drawn)
    0.99	2	-12	1	0.1	-3	7	6
CCOC(=O)c1c(NC(=O)CNC2CCCc3ccccc32)sc(C(N)=O)c1C (stereo not drawn)
    0.96	5	-7	0	0.8	-7	-6	-31
COc1ccc(/C=C/C(=O)OC2CCCCC2CN(C)C)cc1 (stereo not drawn)
    0.97	0	-8	2	1.6	2	14	-3
Cc1ccc(NCC(=O)N/N=C\C(Br)=C\c2ccccc2)cc1
    0.78	7	-4	0	0.7	5	10	-47
O=C(CC1CCCCC1)NCc1ccc(Cl)cc1
    1.2	1	-5	1	-0.3	3	6	-18

Carrying on:
Sequence of screens – hIAP activ	NR3A LBD binder	PfGluPho inh	SENP1 FRET inh	MPTP inh	ATG4B inh	SENP8 block	SENP6 block
O=C(Nc1cc(S(=O)(=O)N2CCOCC2)ccc1N1CCOCC1)c1cccc(S(=O)(=O)N2CCCCC2)c1
    1.1	0	-8	3	0.3	4	29	-30
Cc1ccc(C)c(NC(=O)CN(C)C(=O)c2ccc(S(=O)(=O)N3CCCCCC3)cc2)c1
    1	-1	1	-1	0.0	-5	14	-9
Cc1cc(Nc2ccc([N+](=O)[O-])cc2)c2ccccc2n1
    1.1	-1	18	-20	1.6	5	2	-8
O=C(NCC(F)(F)F)c1ccc(S(=O)(=O)NCCc2ccc3c(c2)OCCO3)cc1
    x	x	4	-2	0.6	x	6	x
Cc1ccc(NC(=O)CN(C)C(=O)Cc2ccc(Cl)cc2Cl)cc1
    0.93	-5	-12	-1	0.9	-5	11	-3
CSc1ccc(CNCc2ccco2)cc1
    1.1	0	7	2	-0.1	-3	10	10
Cc1ccc(OCc2cc(C(=O)NCC(C)c3ccccc3)no2)cc1C (stereo not drawn)
    0.93	3	15	0	-2.4	-8	6	-19
COc1cc(/C=N/N(C)C)ccc1OC(=O)c1cccs1
    1	-1	7	4	0.3	2	13	-30
CC(C)CCn1c(SCC(N)=O)nc2c1c(=O)n(C)c(=O)n2C
    1	-3	-2	1	-1.3	7	16	-5
